# Screening data from PubChem.
# FBW7 act: activators of human E3 ligase FBW7; actives 0.13% (n = 650,000); normalized activity (activation), % at 26.1 µM; AlphaScreen FBW7–phospho-cyclin E peptide binding, activator screen; Q969H0; AID 1259310; in the data active = normalized activity above about 1.9%;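 also: purified mutant Fbw7 with reduced substrate affinity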
# GPR151 activ: activates the human receptor GPR151 | activation, % at 11.2 µM | PathHunter beta-arrestin GPR151 cells, luminescence | AID 1508602 | actives 1% (n = 650,000) | Q8TDV0; in the data active = activation above about 4.9%;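 also: 0% = median of compound wells and 100% = cells with positive control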
# Target sequence (Q8TDV0 whole entry, looked up): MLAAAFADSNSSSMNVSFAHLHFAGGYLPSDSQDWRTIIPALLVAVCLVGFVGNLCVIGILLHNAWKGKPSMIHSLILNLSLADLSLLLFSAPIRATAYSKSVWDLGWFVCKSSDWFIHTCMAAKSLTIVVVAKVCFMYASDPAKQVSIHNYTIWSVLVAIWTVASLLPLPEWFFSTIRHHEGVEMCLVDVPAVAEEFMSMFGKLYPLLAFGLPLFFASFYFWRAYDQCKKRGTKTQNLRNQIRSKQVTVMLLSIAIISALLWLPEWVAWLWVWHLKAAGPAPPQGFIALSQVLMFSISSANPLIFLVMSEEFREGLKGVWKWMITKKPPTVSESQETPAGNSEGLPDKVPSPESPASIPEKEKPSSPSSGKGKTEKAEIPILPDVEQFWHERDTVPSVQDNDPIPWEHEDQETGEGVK
# TEAD-YAP inh: TEAD-YAP interaction inhibition; inhibition, % at 9.12 µM; AID 1259422; HEK-TIYL cells, TEAD-Gal4/YAP UAS-luciferase luminescence; actives 1.4% (n = 640,000); in the data active = inhibition above about 32%;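 also: 0% = median of test compound wells and 100% = reference inhibitor wells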
# MITF primary: human MITF inhibition, primary screen. O75030. AlphaScreen MITF homodimerization, bead proximity signal. inhibition, % at 2.6 µM. actives 0.91% (n = 650,000); in the data active = inhibition above about 50%;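 also: 0% = vehicle wells with protein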
# Target sequence (O75030 whole entry, looked up): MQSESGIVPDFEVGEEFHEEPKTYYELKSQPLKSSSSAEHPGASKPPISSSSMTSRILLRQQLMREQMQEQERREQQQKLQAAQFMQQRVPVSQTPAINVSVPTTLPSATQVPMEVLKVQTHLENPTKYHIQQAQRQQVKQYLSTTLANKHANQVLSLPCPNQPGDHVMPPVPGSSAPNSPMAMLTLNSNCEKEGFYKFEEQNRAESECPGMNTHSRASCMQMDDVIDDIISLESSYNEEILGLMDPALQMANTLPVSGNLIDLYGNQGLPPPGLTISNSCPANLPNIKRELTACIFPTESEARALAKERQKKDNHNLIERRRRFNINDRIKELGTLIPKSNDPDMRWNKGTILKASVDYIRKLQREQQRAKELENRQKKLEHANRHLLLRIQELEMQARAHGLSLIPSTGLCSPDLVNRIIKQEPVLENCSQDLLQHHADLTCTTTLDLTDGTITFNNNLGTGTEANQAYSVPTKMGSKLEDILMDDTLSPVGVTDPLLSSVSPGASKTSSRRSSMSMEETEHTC
# An asterisk follows results filed as active; . = no result given; & = joins results of further samples.
SMILES,FBW7 act,GPR151 activ,TEAD-YAP inh,MITF primary
CC(C)(C)C(=O)Nc1c2c(nn1-c1ccc(F)cc1)CS(=O)C2 (stereo not given),-0.1,0.5,5,-5
N#Cc1c(-c2ccc(Cl)cc2)cc(-c2cccs2)nc1SCCCC(=O)c1ccc(F)cc1,0.3,0.0,0,9
O=[N+]([O-])c1c(Nc2ccc(Br)cc2)cc(N2CCCCC2)c2nonc12,0.0,1.7,9,6
Cc1ccc(N=C2NC(=O)C(Cc3ccccc3)S2)cc1 (stereo not given),0.0,0.3,-2,2
C/C(=N\NC(=O)c1ccncc1)C1=C(O)CC(C)(C)CC1=O,-0.2&0.0,3.9&-0.7,2&-9,6&-7
OC1CCC(Nc2nc(Nc3ccc4c(c3)OCO4)c3ncn(-c4ccccc4)c3n2)CC1 (stereo not given),-0.1,-4.7,-18,16
Cc1ccccc1-c1cccc(CN2CCN(C)C(CCO)C2)c1 (stereo not given),-0.1,-1.4,-13,11
COc1ccc(NC(=O)c2cc(=O)n3c(nc4ccccc43)s2)cc1,0.1,-3.9,-5,15
CCn1cc(C(=O)N2CCCC(CNS(=O)(=O)c3ccc(OC)cc3)C2)cn1 (stereo not given),-0.1,0.9,-2,8
O=C(CCS(=O)(=O)c1ccc(Br)s1)NCc1ccccc1Cl,0.0,-1.1,2,-5
COc1ccc(COC(=O)C2=C(C)NC3=C(C(=O)CCC3)C2c2cccc(F)c2)cc1 (stereo not given),0.8,-1.4,1,-2
COc1ccc(S(=O)(=O)N2CCCCCC2)cc1C(=O)OCc1ccc(C#N)cc1,0.8,-0.9,-5,16

# Results in FBW7 act (six entries from above):
Molecule	FBW7 act
N#Cc1c(-c2ccc(Cl)cc2)cc(-c2cccs2)nc1SCCCC(=O)c1ccc(F)cc1	0.3
C/C(=N\NC(=O)c1ccncc1)C1=C(O)CC(C)(C)CC1=O	-0.2&0.0
OC1CCC(Nc2nc(Nc3ccc4c(c3)OCO4)c3ncn(-c4ccccc4)c3n2)CC1 (stereo not given)	-0.1
COc1ccc(NC(=O)c2cc(=O)n3c(nc4ccccc43)s2)cc1	0.1
COc1ccc(S(=O)(=O)N2CCCCCC2)cc1C(=O)OCc1ccc(C#N)cc1	0.8
CC(C)(C)C(=O)Nc1c2c(nn1-c1ccc(F)cc1)CS(=O)C2 (stereo not given)	-0.1

# Back to the main list; the two compounds before the break are reprinted first.
SMILES,FBW7 act,GPR151 activ,TEAD-YAP inh,MITF primary
COc1ccc(COC(=O)C2=C(C)NC3=C(C(=O)CCC3)C2c2cccc(F)c2)cc1 (stereo not given),0.8,-1.4,1,-2
COc1ccc(S(=O)(=O)N2CCCCCC2)cc1C(=O)OCc1ccc(C#N)cc1,0.8,-0.9,-5,16
CCNc1nc(NC(C)(C)C)nc(N2CCCC2)n1,0.0,-0.7,1,0
CC(C)[C@@H](Cn1nc(C2CC2)ccc1=O)NC(=O)C1CCC1,0.2,1.4,2,10
CCOc1ccc(S(=O)(=O)Nc2cc(Sc3nc4ccccc4s3)c(O)c3ccccc23)cc1,-0.5,-0.9,-12,-2
Cc1cc(=O)oc2c1ccc1occc12,0.0,1.2,1,-4
N#Cc1ccccc1Cn1nc(-c2cccnc2)oc1=O,0.8,-0.1,-5,17
Cc1cccc2nc(CSc3nc4[nH]ncc4c(=O)n3-c3ccccc3Cl)cc(=O)n12,-0.1,0.1,-19,11
COC(=O)CSc1nnc(CSc2ncccn2)n1CCc1ccccc1,0.1,-2.6,1,14
CSc1sccc1/C=N/NC(=O)c1nnn(-c2nonc2N)c1-c1ccccc1,0.2,0.7,-8,12
CCN(CC)S(=O)(=O)c1cc(C(=O)Nc2ccc(OC)cc2)ccc1Cl,-0.1,0.2,-43,3
COc1ccc(C2C(C(=O)Nc3cc(C)c(Cl)cc3OC)c3ccccc3C(=O)N2C)cc1 (stereo not given),0.0,-2.0,-10,7
CCCCC1CN(CC(=O)N2CCCC(C(C)=O)C2)Cc2ccccc2O1 (stereo not given),0.1,1.2,-5,7
O=C(Cc1n[nH]c(=O)c2ccccc12)N1CCc2c(nc(N3CCCC3)[nH]c2=O)C1,-0.2,-1.6,-3,-7
COC(=O)C(CC(C)C)NC(=O)c1cccs1 (stereo not given),-0.1,0.1,3,-11
Fc1cccc(Nc2ncnc3c2c(-c2ccccc2)cn3-c2cccc(C(F)(F)F)c2)c1,0.2,3.4,8,4
Cc1nnc2sc(NC(=O)C(C)C)nn12,-0.1,2.5,-7,-6
COc1ccc(N2CSC3=C(C#N)C(c4ccccc4OC)CC(=O)N3C2)cc1 (stereo not given),0.0,0.8,-26,7
CCCNC(=O)C(=O)Nc1ccc(C)c(C)c1,-0.1,-0.1,-69,2
Cc1cc(N2C(=O)c3oc4ccc(F)cc4c(=O)c3C2c2ccccn2)no1 (stereo not given),0.0,0.9,-1,-6
CSC(=NCc1ccco1)Nc1n[nH]c(C)c1-c1ccccc1F,-0.2,-1.0,-8,2
COc1cccc(C2C(C(=O)Nc3nc4ccccc4s3)=C(C)NC3=C2C(=O)CCC3)c1 (stereo not given),0.3,2.2,-4,-1
CC1CCCN(CC(O)COc2ccccc2)C1 (stereo not given),0.1,0.4,8,-7
O=C(Nc1ccccc1C(=O)N1CCCC1)c1ncoc1-c1ccccc1F,0.1,-1.0,10,4
COc1ccc(CCN/C(C)=C/C(=O)C(F)(F)F)cc1,0.0,-0.8,5,11
CCOc1ccc(NC(=O)c2c(NC(=O)c3ccccc3F)sc3c2CCC3)cc1,-0.1,-1.1,-8,-14
CC(C)(C)NC(=O)C(=O)NNC(=O)c1ccccc1Br,-0.1,-0.5,3,6
O=C(NCc1nnc(SCc2ccncc2)n1Cc1ccccc1)C1CCCCC1,0.1,1.6,4,-28
CC(C)(C)C(=O)COC(=O)c1ccc(Cl)cc1N,-0.1,0.0,-2,-8
O=c1[nH]c2n[nH]c(=S)n2c2ccccc12,-0.1,-1.0,5,-9
O=c1cc(-c2ccc(Cl)cc2Cl)[nH][nH]1,0.0,0.3,-1,7
Cc1ncc(-c2ccc(F)cc2)c(C2CCCN(C3CCSC3)C2)n1 (stereo not given),-0.1,-0.6,-3,1
CCCn1c2ccccc2c2nnc(SCC(=O)N3CCOCC3)nc21,-0.2,1.2,0,-2
O=C1S/C(=C/c2cccs2)C(=O)N1CN1CCOCC1,0.0,3.2,-8,8
COc1ccc(C(=O)Nc2nc3c(Cl)c(Cl)ccc3s2)cc1,0.0,2.6,-8,-2
CC(=O)c1ccc(NC(=O)CSc2nnc(-c3ccc4[nH]c(C)c(C)c4c3)n2Cc2ccccc2)cc1,0.1,-0.3,11,10
Cc1cc(C)c2nc(SCC(=O)Nc3c(C)[nH]c(=O)[nH]c3=O)c(C#N)cc2c1,0.1,0.2,5,-2
CCN1CCN(CC(=O)Nc2ccc(NC(C)=O)cc2)C(=O)C1=O,0.3,2.1,6,16
C/C(Cn1cnc([N+](=O)[O-])n1)=N/NC(=O)COc1ccccc1Cl,-0.1,1.2,-8,7
COc1cc(OC)c(NC(=O)c2ccc(N3CC4CC(C3)c3cccc(=O)n3C4)c(NC(=O)c3cc4ccccc4oc3=O)c2)cc1Cl (stereo not given),0.0,1.4,5,-3
COC(=O)C1=C(C(=O)c2ccccc2)C(c2ccc(OC)cc2)n2nnnc2N1 (stereo not given),-0.1,-1.1,-25,-2
C=CCn1c(SCC(=O)Nc2cccc(F)c2)nnc1-c1ccccc1O,0.0,-1.6,4,-8
O=[N+]([O-])c1cc(C(F)(F)F)ccc1NCCCN1CCOCC1,0.0,1.7,-4,14
COc1ccc(-c2nc3ccccc3c(=O)n2NC(=O)c2ccc(Cl)c([N+](=O)[O-])c2)cc1,-0.1,0.9,4,-2
Cc1cc2c(c(-c3ccc4nc(C)ccc4c3)c1)OC(CNC(=O)c1cnccn1)C2 (stereo not given),1.5,-1.1,11,22
COc1cccc(-n2cc(C(=O)NCCC(=O)Nc3ccc(C(F)(F)F)cc3)c3ccccc3c2=O)c1,0.2,1.0,5,17
COc1ccc(CCNC(=O)C2CCN(c3ccc(Nc4ccncn4)nn3)CC2)cc1,0.0,0.8,14,8
O=C(Nc1cccc(C(F)(F)F)c1)c1cnc(N2CCN(c3ccccn3)CC2)c2ccccc12,0.1,0.1,6,-4
Cn1cnnc1SCC(=O)NC(=O)Cc1ccccc1,-0.1,-0.8,2,-10
COC(=O)c1cccc(NC(=O)c2ccccc2SC)c1C,-0.3,-0.9,-14,-6

# Full records as entered above. Screens in order: FBW7 act	GPR151 activ	TEAD-YAP inh	MITF primary
# O=c1[nH]c2n[nH]c(=S)n2c2ccccc12 is listed as -0.1	-1.0	5	-9
# Cc1cc(=O)oc2c1ccc1occc12 is listed as 0.0	1.2	1	-4
# CCOc1ccc(S(=O)(=O)Nc2cc(Sc3nc4ccccc4s3)c(O)c3ccccc23)cc1 is listed as -0.5	-0.9	-12	-2
# Cc1ccccc1-c1cccc(CN2CCN(C)C(CCO)C2)c1 (stereo not given) is listed as -0.1	-1.4	-13	11
# C/C(Cn1cnc([N+](=O)[O-])n1)=N/NC(=O)COc1ccccc1Cl is listed as -0.1	1.2	-8	7

# Going on with the list.
SMILES,FBW7 act,GPR151 activ,TEAD-YAP inh,MITF primary
COc1ccc(CN2CCCC(C(=O)N(C)Cc3ccccc3)C2)cc1OC (stereo not given),-0.1,0.1,-7,2
COc1cccc(N2C(=O)CC(Sc3nc4ccccc4s3)C2=O)c1 (stereo not given),0.0,1.2,-4,-12
O=C1c2cccc3cc([N+](=O)[O-])cc(c23)C(=O)N1c1ccc([N+](=O)[O-])cc1,-0.1,1.1,5,12
COc1ccc(/C=C/C(=O)NC(=O)c2ccccc2OCC(=O)c2ccc(Br)cc2)cc1,-0.1,-1.6,6,-8
c1ccc(CN2CCC(Nc3nc(Nc4ccccc4)nc4c3ncn4C3CCCCC3)CC2)cc1,-0.1,0.1,8,18
Cc1cc(N2C(=O)c3ccc(C(=O)NCCc4ccccc4)cc3C2=O)no1,0.0,0.6,3,-5
O=C(NCCCn1cccn1)c1ccc(OC2CCN(CCc3ccccc3)CC2)cc1,0.3,-0.2,-1,11
CSc1cccc(-n2c(C)cc(C(=O)CCl)c2C)c1,-0.1,-0.9,14,11
Cc1ccc(Cn2nnc3c(=O)n(CC(=O)Nc4ccc5c(c4)OCCO5)cnc32)cc1,0.3,-0.5,-3,-19
Cc1nc(N2CCCCC2C)c2c(C)c(C(=O)Nc3ccc(C)c(F)c3)sc2n1 (stereo not given),-0.1,1.5,6,-1
COc1cc(C2C(C(=O)Nc3ccc(C)cn3)=C(C)NC3=C2C(=O)CCC3)cc(OC)c1OC (stereo not given),-0.2,1.6,10,-7
O=C1CCNC(=O)c2[nH]ccc21,-0.1,0.5,5,8
CC(O)CNc1ncnc2c1c(-c1ccccc1)cn2-c1ccc(Br)cc1 (stereo not given),1.0,-1.8,-9,19
Cn1c(=O)n(C)c2c([N+](=O)[O-])ncc(Br)c21,-0.1,-0.2,11,0
CCCN1C(=O)CN(C2CCCCCC2)C(=O)C1c1ccc(F)cc1 (stereo not given),0.1,-0.1,-10,7
O=[N+]([O-])c1cccc(/C=N/Nc2ccc3nnc(C(F)(F)F)n3n2)c1O,-0.1,0.4,19,-4
CN(C)c1cccc(-c2cnc3c(n2)[nH]c(=O)n3C2CCCCC2)c1,0.4,0.0,-6,7
CCOc1ccccc1NC(=O)c1nnn(CC(=O)Nc2ccc(CC)cc2)c1N,0.4,-0.6,-4,9
CN(c1ccccc1C(=O)Nc1ccc(F)c(F)c1)S(C)(=O)=O,-0.1,-0.5,-3,-5
O=C(N/N=C/c1cccs1)c1ccc([N+](=O)[O-])cc1Cl,0.1,1.6,-30,9
COc1ccccc1NC(=O)c1ccc(SCC(=O)N2CCN(C)CC2)c([N+](=O)[O-])c1,0.3,-0.3,1,22
Cc1ccc(Cl)cc1N1CCN(S(=O)(=O)c2cccc3nsnc23)CC1,0.0,-0.4,2,11
O=C1[C@H]2[C@H]3[C@H](O)[C@H](O)C/C(=N\OC[C@@H](O)COCc4ccco4)[C@H]3CC[C@H]2C(=O)N1C1CCCCC1,0.6,-0.5,.,21
CC(C)(C)NCC(O)COc1ncccc1C#N (stereo not given),0.2,1.0,3,5
Cc1ccc(NC(=O)c2cc(=O)c(OCc3ccc(F)cc3)c[nH]2)cc1Cl,0.1,0.5,-5,6
COc1ccc(C2=NN(C(C)=O)C(c3cccc(OC)c3OC)C2)cc1OC (stereo not given),0.1,0.9,-25,4
O=C(Nc1ccc(Br)cc1)C1COc2ccccc2O1 (stereo not given),0.6,-1.2,-52,19
Cn1c(=O)n(-c2cccc(Cl)c2)c(=O)n1C,0.3,-1.1,8,16
O=C(CSc1nnc(-c2ccco2)o1)NCCCN1CCCC1=O,-0.1,0.7,2,-6
Cc1cccc(NC(=O)CSc2nc(N)cc(N)n2)c1,0.1,0.3,-7,10
Cc1nc2c(-c3ccc(F)cc3)c(C)nn2c(C)c1CC(=O)NC(C)c1ccccc1 (stereo not given),0.0,-2.2,-8,-9
O=C(c1cccc(NS(=O)(=O)c2ccc(Cl)cc2)c1)N1CCCCC1,-0.1,-0.3,0,4
CC1CS(=O)(=O)N(c2cccc(C(=O)NC(C)(C)C)c2)C1=O (stereo not given),0.2,0.3,8,-5
c1ccc(-c2ccc(Oc3ccc4noc(-c5ccccc5)c4c3)cc2)cc1,0.1,1.3,-9,-3
CC(=O)N(Cc1ccc2c(c1)OCO2)Cc1cc2c(C)ccc(C)c2[nH]c1=O,-0.1,-0.9,-7,-1
COc1cc(OC)cc(-c2nc3ccccc3c(=O)n2OC(=O)c2ccccc2Cl)c1,0.0,-1.0,-7,-3
